BL2 CD40 inh – CD40 pathway inhibition in BL2 cells; BL2 NF-kB luciferase reporter, CD40L-induced, 4 h; 0.94% of 83,000 active; inhibition, % at 10 µM;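 active = mean inhibition of at least 50% with a set share of replicates also reaching that level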;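 note: 0% = neutral control wells and 100% = IKK inhibitor VII at 50 µM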
Starred values were filed as active, the others as inactive; & = joins results of further samples; [ ] = remark or other dose.

SMILES	BL2 CD40 inh
O=C(CCNC(=O)c1ccc(Br)cc1)Nc1ccc(S(=O)(=O)Nc2ncccn2)cc1	-3
CC1(C)Cc2cccc(OCC(=O)Nc3ccccc3F)c2O1	5
O=C(c1c(Cl)nc2sccn12)N1CCCc2ccccc21	6
COc1cc(/C=C/C(=O)OCC(=O)NCCc2ccc(S(N)(=O)=O)cc2)ccc1OCC#N	-3
CC1CCN(C(=O)COC(=O)c2cccs2)CC1	-6
O=C(NNC(=O)c1cc(-c2ccc(Cl)cc2)nc2ccccc12)c1csc(N2CCOCC2)n1	0
CNC[C@@H]1OCc2ccccc2-c2c(n(C)c3ccccc23)C(=O)N([C@H](C)CO)C[C@@H]1C	-4
O=C(NC1CCCCC1)c1csnn1	15
CCN(CCCNS(=O)(=O)c1cc(-c2cc(C)no2)ccc1C)Cc1ccccc1	9
COc1cccc(C(=O)NCc2ccc3c(c2)cc(C)n3C)c1	7
Cc1ccc(C#N)c(SCC(=O)Nc2nccs2)n1	-53
CC1(c2ccccc2)NC(=O)N(CC(=O)N2CC(=O)Nc3ccccc32)C1=O (stereo not drawn)	2
CCC(CC)C(=O)NCc1cccnc1	12
O=C(CCc1ccc(S(=O)(=O)N2CCOCC2)cc1)NCCc1ccccn1	5
C[C@@H]1CN([C@H](C)CO)C(=O)c2c(c3ccccc3n2C)-c2ccccc2CO[C@H]1CN(C)Cc1ccc(-c2ccccc2)cc1	16
O=C(CN1CCN(c2ccccc2)CC1)N1CCN(c2ccccc2)CC1	4
COc1ccc(NC(=O)CSCC(=O)N(C)CC(=O)Nc2cccc3ccccc23)cc1	0
O=C(CCC1CCCC1)N=C1SC2CS(=O)(=O)CC2N1c1ccccc1F (stereo not drawn)	5
COc1ccc(NC(=O)c2ccc(NC(=O)c3ccncc3)cc2)cc1	18
O=C(C[C@@H]1CC[C@@H](NC(=O)c2cccnc2)[C@H](CO)O1)NCc1ccc(Cl)c(Cl)c1	-13[25 µM]
COc1ccc(NC(=O)CCC(=O)NCCO)cc1	17
Cn1cccc1/C=N\NC(=O)Cc1ccc(Br)c2ccccc12	36
CC(C)N(Cc1nc(-c2ccc(Cl)cc2)no1)C(=O)CCC1CCCC1	10
O=C1c2ccccc2C(=O)C1c1ccccn1	-2
COc1ccccc1CNC(=O)C(=O)NCCC1CCCCN1S(=O)(=O)c1ccc(C)cc1 (stereo not drawn)	9
CO[C@@H]1CN(C)C(=O)c2cc(NS(C)(=O)=O)ccc2OC[C@@H](C)N(Cc2cncnc2)C[C@@H]1C	-5[25 µM]
c1ccc(C(c2ccccc2)c2noc(CN3CCN(C4CCCC4)CC3)n2)cc1	11
CC(=O)c1ccc(OCCCC(=O)OCC(=O)Nc2ccc3[nH]c(=O)[nH]c3c2)cc1	-2
O=C(CCCCn1c(=O)[nH]c2ccsc2c1=O)NCc1cccnc1	12
CCOC(=O)c1oc2ccccc2c1NC(=O)c1ccc(S(=O)(=O)N2CCCC2)cc1	14
CCC(Sc1ccc2nnc(-c3ccc(F)cc3)n2n1)C(=O)O (stereo not drawn)	5
COCC(=O)Nc1ccc2c(c1)[C@H]1C[C@@H](CC(=O)N[C@@H](C)c3ccccc3)O[C@@H](CO)[C@H]1O2	1[25 µM]
CC(C)[C@H]1C(=O)N[C@H](c2cccc(Cl)c2)CC=CC[C@@H](C)Oc2ccccc2C(=O)N1C (mixture of isomers)	3[25 µM]
CCCCS(=O)(=O)N1CCCC(C(=O)NCC2CCCO2)C1 (stereo not drawn)	-17
CCc1nc2ccc(C(=O)N(C)CCN(C)C)cn2c1N(C)Cc1cc2ccccc2s1	2
Cc1cc(NC(=O)CN2CCCC(C)C2)n(-c2nc3ccccc3s2)n1 (stereo not drawn)	2
O=C(CN1C(=O)NC2(CCCCC2)C1=O)N1CCN(S(=O)(=O)/C=C/c2ccccc2)CC1	11
Cc1c(C(=O)N2CCN(C/C=C/c3ccccc3)CC2)oc2c(F)cccc12	11
O=C(CN1CCCc2ccccc21)NC(=O)NC1CCCCC1	-14
Cc1cc(C)cc(OCC(=O)OCC(=O)N(C)CC(=O)Nc2ccc(F)cc2)c1	11
Cn1cc(C2OC(=O)c3ccccc32)c2ccccc21 (stereo not drawn)	-11
O=C(COC(=O)/C=C/c1ccccc1)NC1CCS(=O)(=O)C1 (stereo not drawn)	2
CCC(C)NC(=O)CC(NS(=O)(=O)c1ccc(NC(C)=O)cc1)C(C)C (stereo not drawn)	5
COc1ccc(S(=O)(=O)N2CCOCC2)cc1NC(=O)c1ccc(Cl)cc1	-2
CS(=O)(=O)N1CC(=O)N2[C@@H](CO)[C@H](c3ccc(C#Cc4ccc(F)cc4)cc3)[C@@H]2C1	8[25 µM]
C[C@@H](NC(=O)[C@@H]1N[C@@H]2c3ccc(-c4cccnc4)c(=O)n3C[C@@H]2[C@H]1CO)c1ccccc1	12[25 µM]
Cc1cc(C)cc(N(CC(=O)NCc2ccco2)S(=O)(=O)c2c(C)noc2C)c1	-6
CN1C(=O)c2cc(NC(=O)c3cccc(F)c3)ccc2OC[C@H]2O[C@H](CC(=O)NCC3CCCCC3)CC[C@H]21	27&23[25 µM]
CN(C(=O)COC(=O)c1nc(Cl)ccc1Cl)C1CCS(=O)(=O)C1 (stereo not drawn)	15
CCC1([N+](=O)[O-])COC(c2ccc(OC)cc2)OC1 (stereo not drawn)	-8
Nc1ncc(Br)cc1S(=O)(=O)NCCc1ccccc1	-1
CC(C)(C)c1ccc(/C=N/Nc2cccc(C(=O)O)c2)cc1	23
CC1(C)CC2(CC(c3ccccc3)Oc3cc(O)ccc32)NC(=O)N1 (stereo not drawn)	5
Cc1nn(Cc2ccccc2)c(C)c1NS(=O)(=O)c1ccccc1	-12
CCOc1ccc(-c2cccc(NC(=O)c3ccc(Br)o3)c2)nn1	-3
COc1cccc(-c2cn(CC[C@H]3CC[C@H](NC(=O)CC4CC4)[C@@H](CO)O3)nn2)c1	6
Cc1ccc(S(=O)(=O)CCC(=O)OCC(=O)Nc2cc(F)ccc2C)cc1	6
Cc1ccc(Cn2c(/C=C/c3ccco3)nc3ccccc32)cc1	-75
COC(=O)C1=C(C)N=C2SCCC(=O)N2C1/C=C/c1ccccc1 (stereo not drawn)	4
CC(C)OC(=O)N(C)C[C@@H]1OCc2cnnn2CCCC(=O)N([C@H](C)CO)C[C@@H]1C	3[25 µM]

Individual results from the entries so far.
O=C(CN1CCN(c2ccccc2)CC1)N1CCN(c2ccccc2)CC1 | BL2 CD40 inh: 4
CCCCS(=O)(=O)N1CCCC(C(=O)NCC2CCCO2)C1 (stereo not drawn) | BL2 CD40 inh: -17

Additional records:
SMILES	BL2 CD40 inh
O=C(OCC(=O)N1CCCC1)c1ccc(S(=O)(=O)N2CCOCC2)cc1	5
COc1ccc(-c2noc(-c3ccccc3-c3ccccc3)n2)cc1OC	-3
Cc1ccc2nc(C)cc(Cl)c2c1	1
OC(c1ccccc1)C1CCN(CCc2ccccc2)CC1 (stereo not drawn)	3[25 µM]
COc1ccc(S(=O)(=O)Nc2ccc3c(c2)C(=O)N([C@@H](C)CO)C[C@@H](C)[C@@H](CN(C)C(=O)Nc2c(C)noc2C)OCCCC[C@@H](C)O3)cc1	-2[25 µM]
COc1ccccc1-n1cc(CN2CCN(C3CCCCC3)C(CCO)C2)cn1 (stereo not drawn)	6
Cn1c([N+](=O)[O-])cnc1COC(N)=O	10
OCc1cc(C(O)CNCCCCCCOCCCCc2ccccc2)ccc1O (stereo not drawn)	-8[25 µM]
O=C1CCCN1CCCNS(=O)(=O)c1ccc(Cl)c(C(=O)N2CCOCC2)c1	9
COc1ccccc1CNC(=O)C[C@H]1C[C@@H]2c3cc(NC(=O)C4CCC4)ccc3O[C@@H]2[C@@H](CO)O1	-9[25 µM]
CCOC(=O)c1cc2c(nc1N)CC(C)(CC)OC2 (stereo not drawn)	-78
Cc1ccc2[nH]c(C(=O)O)c(NC(=O)CN3CCN(c4cccc(C)c4C)CC3)c2c1	-16
CCCCn1c(N)c(N(CCOC)C(=O)COC(=O)c2cc(CC)c(C)s2)c(=O)[nH]c1=O	7
N#CCCN(C(=O)COC(=O)CCc1nc2ccccc2c(=O)[nH]1)c1ccccc1F	7
CCC(=O)Nc1sc2c(c1C#N)CC(C)(C)NC2(C)C	-3
CC(C)c1cc(C(F)(F)F)nc(NNc2nc(C(C)C)cc(C(F)(F)F)n2)n1	-6
CC(=O)Nc1ccc2c(c1)CCC2=O	3
CC(Sc1nnc(-c2cccnc2)n1N)C(=O)N1CCOCC1 (stereo not drawn)	7
O=C1NCC(Nc2ccccc2Cl)C(=O)N1 (stereo not drawn)	2
Cc1ccc(C(=O)O/N=C/c2c(C)nn(C)c2Cl)cc1	-6
CCNC(=O)C1(C)CCCN(Cc2ccc(-c3ccccn3)cc2)C1 (stereo not drawn)	-6
O=C(CN1C(=O)CCSc2ccc(S(=O)(=O)N3CCCC3)cc21)Nc1ccccc1	5
COc1ccc2c3c([nH]c2c1)[C@@H](CO)N(S(C)(=O)=O)CC31CN(CC2CCOCC2)C1	-18[25 µM]
COCC#Cc1ccc([C@@H]2[C@H](CO)N3CCCCN(Cc4cccnc4)C[C@@H]23)cc1	7[25 µM]
CCC(C)NCCOc1ccc(C)cc1[N+](=O)[O-] (stereo not drawn)	3
CCc1ccccc1NC(=O)CN1CCN(C(=O)CNC(=O)c2ccc(-c3ccccc3)cc2)CC1	22
COc1ccc(NC(=O)c2ccc(-c3ccc(-c4noc(C)n4)cc3C)cc2)cc1N1CCN(C)CC1	-1[25 µM]
CCOC(=O)c1sc2c(c1C)c(=O)c(C(=O)OCC)cn2CC	15
O=C(Nc1ccccc1)N1CC(=O)N2[C@H](C1)[C@H](c1ccc(C#CC3CCCCC3)cc1)[C@@H]2CO	35[25 µM]
Cc1ccc2c(c1)nnn2C1CCN(CC(=O)NNC(=O)c2ccco2)CC1	1
CC(C)CC#Cc1ccc([C@@H]2[C@@H](CO)N3C(=O)CN(C(=O)NC4CCCC4)C[C@H]23)cc1	7
O=C(NCc1ccco1)c1cccc(S(=O)(=O)N2CCc3ccccc32)c1	5
COC(=O)c1ccc2c(c1)C(=O)/C(=C/c1ccc(O)cc1)O2	-30
CCOC(=O)c1[nH]c2c(c1-c1ccccc1)C(=O)CC(c1ccccc1)C2 (stereo not drawn)	29
Cc1ccc(-c2nnc(N3CCOCC3)c3ccccc23)cc1S(=O)(=O)NCc1cccnc1	7
CCCCCCC1NC(C(=O)O)CS1 (stereo not drawn)	3
CC1(C)CC(NC(=O)CCC2CCCC2)CC(C)(C)N1	11
CN(C)C(=O)C[C@H]1C=C[C@@H](NC(=O)c2ccc(F)cc2)[C@H](CO)O1	-2[25 µM]
O=C(NC1CCCCC1)N1CC2(C1)[C@H](c1ccccc1)[C@H](CO)N2S(=O)(=O)Cc1ccccc1	-2[25 µM]
Cc1ccn(-c2ccc(NC(=O)c3cccs3)cc2)n1	-25
CC(Sc1ncccn1)C(=O)Nc1ccc2c(c1)OCCO2 (stereo not drawn)	-19
CO[C@@H]1CN(C)C(=O)c2cc(NC(=O)c3cccc(F)c3)ccc2OC[C@@H](C)N(C)C[C@@H]1C	-5[25 µM]
CCOc1ccc(NC(=O)CN(C)C(=O)c2csc3c2CCCC3)cc1OCC	4
O=C(C1CCC1)N1C[C@H]2[C@@H](c3ccccc31)[C@H](CO)N2S(=O)(=O)c1ccccc1	1[25 µM]
CCn1c(C)nc2cc(C(=O)NNS(=O)(=O)c3ccccc3F)ccc21	-19
COCC(=O)N1CC(=O)N2[C@H](C1)[C@@H](c1ccc(C#CC3CC3)cc1)[C@@H]2CO	-17[25 µM]
CCCCCN(C(=O)CCC(=O)OC(C)C(=O)c1ccccc1)c1c(N)n(CCCC)c(=O)[nH]c1=O (stereo not drawn)	17
CCCCNC(=O)COC(=O)c1ccccc1F	-8
CC1CN(C(C)C)C(=S)N(c2ccccc2)C1=O (stereo not drawn)	2
N#Cc1ccc(C(=O)Nc2ccn(-c3ccccc3)n2)cc1	0
CC(=O)c1cc(C#N)c(NCCCN(C)C)nc1C	11
CCOC(=O)C1CC(=NO)c2ccc(OC)c(OC)c2C1 (stereo not drawn)	4
O=C(Nc1cnc2ccccc2c1)c1ccco1	7
COc1ccccc1N=C1SCC(=O)N1Cc1ccco1	0
Cc1nc2ccccn2c1-c1csc(Nc2cccc(C(=O)O)c2)n1	7
O=C(c1ccc2c(c1)OCO2)N1C[C@@H]2[C@H](c3ccccc31)[C@@H](CO)N2Cc1ccccc1Cl	11[25 µM]
CCCCOc1ccc(S(=O)(=O)NC(=O)NCc2ccc(OCCC)cc2)cc1	-7
CCC(CC)NC(=O)COC(=O)c1cc(SC)ccc1Cl	12
CCC1(c2ccc(F)cc2)NC(=O)N(CC(=O)NCC(=O)Nc2cccc(C)c2C)C1=O (stereo not drawn)	3
Cc1ccc2nc(-c3ccc(S(=O)(=O)N4CCOCC4)cc3)cn2c1	-16

In the list so far, these contain a Cl atom:
SMILES	BL2 CD40 inh
O=C(c1c(Cl)nc2sccn12)N1CCCc2ccccc21	6
O=C(NNC(=O)c1cc(-c2ccc(Cl)cc2)nc2ccccc12)c1csc(N2CCOCC2)n1	0
O=C(C[C@@H]1CC[C@@H](NC(=O)c2cccnc2)[C@H](CO)O1)NCc1ccc(Cl)c(Cl)c1	-13[25 µM]
CC(C)N(Cc1nc(-c2ccc(Cl)cc2)no1)C(=O)CCC1CCCC1	10
CC(C)[C@H]1C(=O)N[C@H](c2cccc(Cl)c2)CC=CC[C@@H](C)Oc2ccccc2C(=O)N1C (mixture of isomers)	3[25 µM]
COc1ccc(S(=O)(=O)N2CCOCC2)cc1NC(=O)c1ccc(Cl)cc1	-2
CN(C(=O)COC(=O)c1nc(Cl)ccc1Cl)C1CCS(=O)(=O)C1 (stereo not drawn)	15
Cc1ccc2nc(C)cc(Cl)c2c1	1
O=C1CCCN1CCCNS(=O)(=O)c1ccc(Cl)c(C(=O)N2CCOCC2)c1	9
O=C1NCC(Nc2ccccc2Cl)C(=O)N1 (stereo not drawn)	2
Cc1ccc(C(=O)O/N=C/c2c(C)nn(C)c2Cl)cc1	-6
O=C(c1ccc2c(c1)OCO2)N1C[C@@H]2[C@H](c3ccccc31)[C@@H](CO)N2Cc1ccccc1Cl	11[25 µM]
CCC(CC)NC(=O)COC(=O)c1cc(SC)ccc1Cl	12

Source: PubChem BioAssay (Broad Institute)

This is a subset; count on the stated rates, not on these rows.
